High-throughput results from PubChem BioAssay.
D2 potentiator: HTS Assay for Positive Allosteric Modulators of the Human D2 Dopamine Receptor: Primary Screen for Potentiators; D(2) dopamine receptor (Homo sapiens), P14416; HEK293 T-REx D2, calcium flux, EC20 dopamine potentiation; potentiation, % at 10 µM; actives 0.34% (n = 340,000); AID 485347, 2010;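 active = potentiation over 3 SD above the plate norm, cut at about 30% in these data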; also: 0% is about no effect
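Calcium flux readout, no-wash dye, 1 read/s. Inducible HEK293 Trex D2 line, overnight 30 C. Compound alone 180 s (agonist flags), then EC20 dopamine, another 180 s to score potentiation.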
D1 ag: Allosteric Agonists of the Human D1 Dopamine Receptor: qHTS; D(1A) dopamine receptor (Homo sapiens), P21728; HEK293 T-REx D1 cells, calcium flux, agonist mode; activation, % at 2 µM; actives 1% (n = 360,000); AID 504660, 2011; in the data active = activation above about 30%; also: 0% is about no effect
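Inducible HEK293 T-REx D1 cells, force-coupled to calcium signalling, were plated at 4000 cells/well with tetracycline and held overnight at 30 C. After no-wash calcium dye loading, compound-evoked calcium rise over 180 s flagged agonists.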
D1 antag: Antagonist of Human D 1 Dopamine Receptor: qHTS | actives 3.2% (n = 360,000) | activity change, negative = inhibition, % at 10 µM | HEK293 TREx D1 cells, calcium flux, dopamine EC80; hits give low values | AID 504652, 2011; in the data active = activity change below about -30%; also: % is scaled to controls: 0 for no effect and ±100 for the full control effect
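Kinetic fluorescence of a calcium dye serves as the read-out. D1-expressing Hek293 Trex cells, induced overnight at 30 C, are exposed to compound for 180 s before an EC80 dopamine addition, then read 180 s further.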
D2 antagonist: HTS Assay for Allosteric Antagonists of the Human D2 Dopamine Receptor: Primary Screen for Antagonists; D(2) dopamine receptor (Homo sapiens), P14416; HEK293 TREx D2 cells, calcium flux, dopamine EC80; inhibition, % at 10 µM; actives 2% (n = 340,000); AID 485344, 2010; in the data active = inhibition above about 30%; also: 0% is about no effect
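Tetracycline-induced HEK293 TREx cells expressing D2 receptor forced-coupled to calcium signalling, loaded with no-wash calcium dye. Compounds added and calcium flux read 180 s, then dopamine added at EC80 and read a further 180 s.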
D1 potentiator: Potentiators of Human D1 Dopamine Receptor: qHTS | potentiation, % at 10 µM | HEK293 TREx D1 cells, calcium flux, dopamine EC20 potentiation | actives 0.036% (n = 360,000) | AID 504651, 2011 | D(1A) dopamine receptor (Homo sapiens), P21728; in the data active = potentiation above about 30%; also: 0% is about no effect
RXFP1 antagonist: qHTS Assay for Antagonists of the Relaxin Receptor RXFP1; AID 1259400, 2018; HEK293-RXFP1, relaxin-stimulated cAMP HTRF, 30 min; hits give low values; actives 0.59% (n = 350,000); Relaxin receptor 1 (Homo sapiens), Q9HBX9; activity change, negative = inhibition, % at 57.5 µM;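 active = activity change of -60% or lower, but not beyond a set lower limit; inconclusive = change between -60% and -40%, or beyond the set limit; inactive = change above -40%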; also: % is scaled to controls: 0 for no effect and ±100 for the full control effect
Target sequence (Q9HBX9 whole entry, looked up): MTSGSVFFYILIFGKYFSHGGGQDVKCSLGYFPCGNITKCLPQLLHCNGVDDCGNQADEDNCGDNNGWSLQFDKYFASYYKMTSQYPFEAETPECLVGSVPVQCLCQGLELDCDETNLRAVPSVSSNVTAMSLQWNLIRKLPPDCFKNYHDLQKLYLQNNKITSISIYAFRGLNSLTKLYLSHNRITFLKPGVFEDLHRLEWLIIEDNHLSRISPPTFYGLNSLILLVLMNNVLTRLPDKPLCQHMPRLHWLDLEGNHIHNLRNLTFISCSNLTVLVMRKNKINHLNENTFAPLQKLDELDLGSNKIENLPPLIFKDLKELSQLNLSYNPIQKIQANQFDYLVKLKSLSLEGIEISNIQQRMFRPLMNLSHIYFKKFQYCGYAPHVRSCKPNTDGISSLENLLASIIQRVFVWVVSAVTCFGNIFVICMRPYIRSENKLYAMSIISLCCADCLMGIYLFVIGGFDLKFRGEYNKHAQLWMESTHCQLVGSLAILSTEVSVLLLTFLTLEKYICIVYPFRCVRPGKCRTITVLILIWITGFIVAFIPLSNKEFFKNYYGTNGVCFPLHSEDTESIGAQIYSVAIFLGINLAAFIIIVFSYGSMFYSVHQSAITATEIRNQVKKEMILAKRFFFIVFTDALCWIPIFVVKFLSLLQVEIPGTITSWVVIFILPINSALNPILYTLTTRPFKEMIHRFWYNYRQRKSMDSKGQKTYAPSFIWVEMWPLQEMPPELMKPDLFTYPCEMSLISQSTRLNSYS
TRHR PAM: qHTS for Small Molecule Agonists and Allosteric Enhancers of Human TRH Receptor: Primary Screen for Enhancers; TRHR cells, fluo-8 calcium fluorescence, EC20 TRH enhancement; actives 0.66% (n = 360,000); Thyrotropin-releasing hormone receptor (Homo sapiens), P34981; enhancement, % at 2 µM; in the data active = enhancement above about 30%; also: 0% is about no effect
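TRHR-expressing cells loaded with fluo-8 calcium dye were read kinetically (ex 480/em 530) during compound addition, then stimulated with an EC20 of TRH (10 nM final). Enhancement of the Gq-mediated intracellular calcium response was scored.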
RXFP1 ag: qHTS Assay for Agonists of the Relaxin Receptor RXFP1 | Relaxin receptor 1 (Homo sapiens), Q9HBX9 | HEK293T-RXFP1 cAMP TR-FRET, 30 min; response scale: percent of porcine relaxin response, buffer zero | Potency, µM (doses to about 57.5 µM), for inactives: top-dose activation, actives largely listed as activators | actives 0.3% (n = 370,000); active = well fitted activation curve with a large enough effect; inconclusive = small, poorly fitted or top-dose-only effect; also: potency is read from the fitted curve at half-maximal effect; % is scaled to controls: 0 for no effect and ±100 for the full control effect; nearly all actives have a fitted effect of over 60% in size; many of its hits are not listed in these tables
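Agonist response is measured as cAMP accumulation in an RXFP1-transfected HEK293T line under PDE4 inhibition. Values are scaled between buffer-only and 29 nM porcine relaxin, and EC50s come from standard Hill equation fits.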
D2 ag: HTS Assay for Allosteric Agonists of the Human D2 Dopamine Receptor: Primary Screen for Agonists. HEK293 T-REx D2 cells, calcium flux agonist mode. D(2) dopamine receptor (Homo sapiens), P14416. activation, % at 2 µM. AID 485358, 2010. actives 0.53% (n = 340,000);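 active = activation over 3 SD above normal in the single-dose calcium agonist read, cut at about 30% in these data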; also: 0% is about no effect
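Tetracycline-induced HEK293 Trex cells with D2 receptor force-coupled to calcium signaling, plated overnight at 30 C and loaded with no-wash calcium dye. Calcium flux read kinetically for 180 s after compound addition; responses flag agonists.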
The depositor's hits bear a star; & = joins results of further samples.

Sample of the layout (2 entries):
How did Cc1ccccc1Cn1c(C(=O)OC(C)C)cc2c1ccn2C do in these assays?
D2 potentiator: -7; D1 ag: 1; D1 antag: 12; D2 antagonist: -11; D1 potentiator: -6; RXFP1 antagonist: -9; TRHR PAM: 3; RXFP1 ag: 1.4%; D2 ag: 1.2

Results for CCOC(=O)c1sc(NC(=O)CSc2nc3c(cc2C#N)CCCCC3)c(C#N)c1C ?
D2 potentiator: 5; D1 ag: 7; D1 antag: 5; D2 antagonist: -9; D1 potentiator: -2; RXFP1 antagonist: 3; TRHR PAM: 0; RXFP1 ag: -0.9%; D2 ag: 1.6

All compounds of this part, repeating the preview:
How did Cc1ccccc1Cn1c(C(=O)OC(C)C)cc2c1ccn2C do in these assays?
D2 potentiator: -7; D1 ag: 1; D1 antag: 12; D2 antagonist: -11; D1 potentiator: -6; RXFP1 antagonist: -9; TRHR PAM: 3; RXFP1 ag: 1.4%; D2 ag: 1.2

Results for CCOC(=O)c1sc(NC(=O)CSc2nc3c(cc2C#N)CCCCC3)c(C#N)c1C ?
D2 potentiator: 5; D1 ag: 7; D1 antag: 5; D2 antagonist: -9; D1 potentiator: -2; RXFP1 antagonist: 3; TRHR PAM: 0; RXFP1 ag: -0.9%; D2 ag: 1.6

What do the screens show for `CCNc1nnc(SCC(=O)N2c3ccccc3NC(=O)CC2C)s1` (configuration not stated)?
D2 potentiator: -5; D1 ag: 2; D1 antag: 16; D2 antagonist: -3; D1 potentiator: 3; RXFP1 antagonist: 3; TRHR PAM: -1; RXFP1 ag: -0.5%; D2 ag: -0.7

How did CCCCc1c(O)n2c(nc3ccccc32)[nH]c1=O do in these assays?
D2 potentiator: 21; D1 ag: 0; D1 antag: 13; D2 antagonist: -5; D1 potentiator: 5; RXFP1 antagonist: -4; TRHR PAM: -3; RXFP1 ag: 0.2%; D2 ag: 0.1

How did CC(C)c1ccc([N+](=O)[O-])cc1S(=O)(=O)N1CCN(C)CC1 do in these assays?
D2 potentiator: -5; D1 ag: 5; D1 antag: -3; D2 antagonist: 11; D1 potentiator: 0; RXFP1 antagonist: 0; TRHR PAM: -4; RXFP1 ag: 2.2%; D2 ag: -0.5

How did O=C(Nc1ccc(C2CCCCC2)cc1)C1CCCN(c2ncccn2)C1 (configuration not stated) do in these assays?
D2 potentiator: 3; D1 ag: 6; D1 antag: 15; D2 antagonist: -5; D1 potentiator: 1; RXFP1 antagonist: -14; TRHR PAM: -5; RXFP1 ag: 3.2%; D2 ag: 0.1

Results for COc1ccc(/C=C(/CC(=O)Nc2ccccc2)c2nc3ccccc3s2)cc1 ?
D2 potentiator: 4; D1 ag: 4; D1 antag: 2; D2 antagonist: -4; D1 potentiator: 1; RXFP1 antagonist: -6; TRHR PAM: 2; RXFP1 ag: -0.3%; D2 ag: 0.2

Results for COc1ccc(OC)c(Nc2nc(-c3cccs3)cs2)c1 ?
D2 potentiator: -1; D1 ag: 0; D1 antag: 15; D2 antagonist: -25; D1 potentiator: -2; RXFP1 antagonist: -15; TRHR PAM: -3; RXFP1 ag: 0.2%; D2 ag: 0.6

How did COc1ccc(OCC(=O)Nc2ccccc2OC)cc1 do in these assays?
D2 potentiator: 4; D1 ag: 4; D1 antag: -3; D2 antagonist: -25; D1 potentiator: -4; RXFP1 antagonist: 8; TRHR PAM: 6; RXFP1 ag: -0.1%; D2 ag: -0.4

What do the screens show for `CCCCn1c(N)c(N(CC(C)C)C(=O)CCS(=O)(=O)c2ccc(C)cc2)c(=O)[nH]c1=O`?
D2 potentiator: -12; D1 ag: 2; D1 antag: 10; D2 antagonist: 13; D1 potentiator: -2; RXFP1 antagonist: -2; TRHR PAM: -5; RXFP1 ag: -0.9%; D2 ag: -0.3

What do the screens show for `CCCn1c(NCc2ccco2)nc2ccccc21`?
D2 potentiator: -7; D1 ag: 0; D1 antag: 2; D2 antagonist: -14; D1 potentiator: 2; RXFP1 antagonist: 2; TRHR PAM: -1; RXFP1 ag: 0.5%; D2 ag: 1.1

Results for CCOc1ccccc1C(=O)NC(C(=O)Nc1ccccc1N1CCOCC1)C(C)C (configuration not stated) ?
D2 potentiator: -1; D1 ag: 2; D1 antag: -1; D2 antagonist: -2; D1 potentiator: 2; RXFP1 antagonist: 23; TRHR PAM: 1; RXFP1 ag: 2.4%; D2 ag: -0.6

What do the screens show for `O=C(O)C(Cc1ccc(Cl)cc1)NS(=O)(=O)c1ccc(Cl)cc1` (configuration not stated)?
D1 ag: 0; D1 antag: 6; D1 potentiator: 0; RXFP1 antagonist: 9; TRHR PAM: 2; RXFP1 ag: -1.3%

Results for O=C(NC1CCCCC1)c1cc2nc(-c3ccco3)cc(C(F)(F)F)n2n1 ?
D2 potentiator: -7; D1 ag: 5; D1 antag: 8; D2 antagonist: -5; D1 potentiator: -3; TRHR PAM: -3; RXFP1 ag: 3.1%; D2 ag: -1.3

What do the screens show for `COc1ccc(N2CCN(C(=O)c3ccc4c(c3)N(Cc3ccc(F)cc3)C(=O)c3ccccc3S4=O)CC2)cc1` (configuration not stated)?
D1 ag: 3; D1 antag: 11; D1 potentiator: 0; TRHR PAM: -4; RXFP1 ag: -0.3%; D2 ag: -1.1

How did NC1=NC[C@H](Cc2ccc(O)cc2)N1CCC12CC3CC(CC(C3)C1)C2 do in these assays?
D2 potentiator: 3; D1 ag: 11; D1 antag: -2; D2 antagonist: 7; D1 potentiator: -2; TRHR PAM: 1; RXFP1 ag: 6.5%; D2 ag: 0.3

How did O=c1c2sccc2nc(SCc2cc(=O)n3ccccc3n2)n1Cc1ccccn1 do in these assays?
D2 potentiator: -3; D1 ag: 4; D1 antag: -1; D2 antagonist: 8; D1 potentiator: -1; TRHR PAM: -3; RXFP1 ag: inconclusive; D2 ag: -0.5

Results for COc1ccc(-c2nn(C)c(=O)c3ccccc23)cc1CNC(=O)c1ccco1 ?
D2 potentiator: -7; D1 ag: 1; D1 antag: -10; D2 antagonist: 9; D1 potentiator: -4; RXFP1 antagonist: -2; TRHR PAM: -6; RXFP1 ag: 0.9%; D2 ag: 0.9

Results for O=C(CCc1nc2ccccc2c(=O)[nH]1)N1CCN(S(=O)(=O)c2ccc(Cl)c(C(F)(F)F)c2)CC1 ?
D2 potentiator: 2; D1 ag: 0; D1 antag: -8; D2 antagonist: -9; D1 potentiator: -3; RXFP1 antagonist: -3; TRHR PAM: -5; RXFP1 ag: -1.2%; D2 ag: 0.6

Results for CC(c1ccccc1)n1c(-c2ccccc2F)n[nH]c1=S (configuration not stated) ?
D2 potentiator: -1; D1 ag: -1; D1 antag: -7; D2 antagonist: -12; D1 potentiator: 2; RXFP1 antagonist: -3; TRHR PAM: -2; RXFP1 ag: 0.6%; D2 ag: 1.5

Results for CC(C)CC(=O)Nc1ccc(C(=O)COC(=O)C2CCC2)cc1 ?
D2 potentiator: 11; D1 ag: 5; D1 antag: -10; D2 antagonist: 15; D1 potentiator: -1; RXFP1 antagonist: 1; TRHR PAM: 21; RXFP1 ag: 0.4%; D2 ag: -0.3

What do the screens show for `Cc1ccc(-c2cc(C(F)(F)F)n3nc(C(=O)Nc4ccon4)cc3n2)cc1C`?
D2 potentiator: 1; D1 ag: 2; D1 antag: 0; D2 antagonist: 1; D1 potentiator: -2; RXFP1 antagonist: -9; TRHR PAM: 3; RXFP1 ag: 0.7%; D2 ag: -0.3

What do the screens show for `O=[N+]([O-])c1ccc(N/N=C/c2ccc(OCc3cccc4ccccc34)cc2)nc1`?
D1 ag: 0; D1 antag: -2; D2 antagonist: 2; D1 potentiator: -3; RXFP1 antagonist: -16; TRHR PAM: 1; RXFP1 ag: 5.6%; D2 ag: 0.7

Results for CCC(=NC(C)c1ccccc1)c1c(O)n(C)c(=O)n(C)c1=O (configuration not stated) ?
D1 ag: 18; D1 antag: -24; D2 antagonist: -4; D1 potentiator: -7; RXFP1 antagonist: 3; TRHR PAM: 0; RXFP1 ag: 3.2%; D2 ag: 1.4

What do the screens show for `COc1ccc(NC(=O)Cn2nc(C(F)(F)F)c3c2CCCC3)cc1OC`?
D2 potentiator: 21&-13; D1 ag: 13&10; D1 antag: -22&-6; D2 antagonist: -23; D1 potentiator: -5&-5; RXFP1 antagonist: 10; TRHR PAM: 23&-4; RXFP1 ag: 2.1%&-0.6%; D2 ag: 0.4&0.1

Results for CC(C)CNC(=S)N1CCN(c2nc(-c3ccc(Cl)cc3)cs2)CC1 ?
D2 potentiator: 18; D1 ag: -2; D1 antag: -30*; D2 antagonist: 6; D1 potentiator: -10; RXFP1 antagonist: inconclusive; TRHR PAM: -1; RXFP1 ag: -3.1%; D2 ag: 0.3

How did CS(=O)(=O)c1ccc(C(=O)NCC2(N3CCCCC3)CCCCC2)cc1 do in these assays?
D2 potentiator: -1; D1 ag: 2; D1 antag: -12; D2 antagonist: -8; D1 potentiator: 0; RXFP1 antagonist: -2; TRHR PAM: -6; RXFP1 ag: -0.3%; D2 ag: 0.9

What do the screens show for `CCOc1ccc(CNC(=O)CS(=O)(=O)c2cccc3nsnc23)cc1`?
D2 potentiator: -1; D1 ag: 1; D1 antag: 8; D1 potentiator: -1; TRHR PAM: -2; RXFP1 ag: -0.9%; D2 ag: 0.9

What do the screens show for `O=C(O)c1ccccc1/C=N/Nc1ccc(S(=O)(=O)N2CCOCC2)cc1[N+](=O)[O-]`?
D2 potentiator: 7; D1 ag: 0; D1 antag: -13; D2 antagonist: -5; D1 potentiator: -7; RXFP1 antagonist: -15; TRHR PAM: -1; RXFP1 ag: 0.6%; D2 ag: 0.3

What do the screens show for `Cc1ccc(C(=O)NC(O)C(Cl)Cl)cc1` (configuration not stated)?
D2 potentiator: -20; D1 ag: 0; D1 antag: 0; D2 antagonist: -3; D1 potentiator: 0; TRHR PAM: 1; RXFP1 ag: 0.7%; D2 ag: -0.2

Results for COc1ccccc1CNC(=O)CC(C)C ?
D2 potentiator: -5; D1 ag: 4; D1 antag: -32*; D2 antagonist: -25; D1 potentiator: -7; RXFP1 antagonist: -6; TRHR PAM: 3; RXFP1 ag: 0.3%; D2 ag: 0.6

Only part of the results is shown; count on the stated rates, not on these rows.
